# Dyrk1A ADPGlo = rat Dyrk1A kinase inhibitors, primary screen, biochemical, single point, plate reader; Dual specificity tyrosine-phosphorylation-regulated kinase 1A (Rattus norvegicus), Q63470; ADP-Glo luminescence, NFATc1 peptide; inhibition, % at 12.5 µM; 310,000 compounds, 0.43% hits; AID 504441, 2011; in the data active = inhibition above about 50%;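 also: plate controls were vehicle with enzyme for no effect and no enzyme for full effect; many of its hits are not listed in these tables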
# RGS4 pot = RGS4 potentiators or activators, primary screen, cell-based, HEK293 M3R inducible RGS4, calcium flux | carbachol calcium flux Fluo4; active compounds read low | B-score at 10 µM | 310,000 compounds, 0.92% hits | AID 463111, 2010;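 active = B-score of the integrated calcium signal more than 4 SD below the library mean, with starting fluorescence not abnormally high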;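 also: negative B-score means reduced calcium response which marks RGS4 activation or potentiation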
#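 Detection: kinetic calcium fluorescence imaging with Fluo4-AM dye, 2 µM / Material: HEK293 cells with stable M3R and inducible RGS4 / Schedule: recording 10 s baseline at 1 Hz, 100 s post-agonist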
# KCNK9 inh = KCNK9 potassium channel inhibitors, primary screen, HEK293 cells, thallium flux. FluxOR thallium flux fluorescence; active compounds read low. 310,000 compounds, 1.2% hits. B-score at 10 µM. Potassium channel subfamily K member 9 (Homo sapiens), Q9NPC2;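 active = ratio B-score over 3 SD below the library mean, with starting fluorescence within 5 SD of its mean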;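 also: negative B-score means less thallium flux so channel inhibition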
# KCNK3 block = human KCNK3 channel inhibitors, primary screen, CHO cells, FluxOR thallium flux, B-score. 340,000 compounds, 0.84% hits. B-score at 10 µM. AID 602410, 2012. FluxOR fluorescence; active compounds read low. Potassium channel subfamily K member 3 (Homo sapiens), O14649;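 active = B-score under library mean minus 4 SD, starting fluorescence ratio at most library mean plus 5 SD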;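 also: more negative B-score means stronger inhibition of thallium flux through KCNK3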
# HDAC3 inhib = HDAC3 deacetylase inhibitors, primary screen, biochemical, fluorescence, cell-free homogeneous; Histone deacetylase 3 (Homo sapiens), O15379; recombinant HDAC3, fluorogenic peptide/trypsin coupled; inhibition, % at 8.3 µM; 320,000 compounds, 0.15% hits; AID 2718, 2010; in the data active = inhibition above about 26%, passing the limit was not always enough; inconclusive = no clear call, values can overlap the other calls
# PolyA inh = polyadenylation inhibitors in yeast reporter cells, primary screen, luminescence, S. cerevisiae; S. cerevisiae SKY197-pL101 polyadenylation reporter, beta-gal luminescence; efflux-impaired pdr1/pdr3 knockout yeast; score 100 = 6 SD above DMSO; calls only at 12 µM; 300,000 compounds, 0.02% hits; AID 1875, 2009;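 active = lowest replicate activity score at least 50, where 100 means six control SD above control mean; inconclusive = lowest score under 50 but half or more replicates reach 50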;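 also: yeast exposed to compound for 9 h at 30 °C; higher score means more reporter readthrough which indicates perturbed polyadenylation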
# GSK3 alpha inh = blockers of GSK3A enzyme activity – biochemical, luminescence, cell-free homogeneous, HTS, primary screen | Glycogen synthase kinase-3 alpha (Homo sapiens), P49840 | GSK-3 alpha kinase, ADP-Glo luminescence, 60 min | inhibition, % at 10 µM | 320,000 compounds, 0.1% hits;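 in the data active = inhibition above about 50%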;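 also: GST-tagged GSK-3 alpha with peptide substrate and 25 µM ATP; 0% = DMSO neutral wells and 100% = GW8510 positive control wells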
# hERG protect = hERG rescue from dofetilide block, primary screen, cell-based, CHO-hERG, FluxOR thallium flux, dofetilide IC70 | AID 1511, 2009 | activation (rescue from dofetilide block), less the hit threshold, % at 10 µM | 310,000 compounds, 0.51% hits | dofetilide IC70 present;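 active = activation above the mean of controls blocked by dofetilide plus 5 SD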;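 also: thallium influx through hERG after potassium depolarization seen as dye fluorescence rise; in these data hits start at about 4.7%; inactives centre near -7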
# Target sequence (Q12809 whole entry, looked up): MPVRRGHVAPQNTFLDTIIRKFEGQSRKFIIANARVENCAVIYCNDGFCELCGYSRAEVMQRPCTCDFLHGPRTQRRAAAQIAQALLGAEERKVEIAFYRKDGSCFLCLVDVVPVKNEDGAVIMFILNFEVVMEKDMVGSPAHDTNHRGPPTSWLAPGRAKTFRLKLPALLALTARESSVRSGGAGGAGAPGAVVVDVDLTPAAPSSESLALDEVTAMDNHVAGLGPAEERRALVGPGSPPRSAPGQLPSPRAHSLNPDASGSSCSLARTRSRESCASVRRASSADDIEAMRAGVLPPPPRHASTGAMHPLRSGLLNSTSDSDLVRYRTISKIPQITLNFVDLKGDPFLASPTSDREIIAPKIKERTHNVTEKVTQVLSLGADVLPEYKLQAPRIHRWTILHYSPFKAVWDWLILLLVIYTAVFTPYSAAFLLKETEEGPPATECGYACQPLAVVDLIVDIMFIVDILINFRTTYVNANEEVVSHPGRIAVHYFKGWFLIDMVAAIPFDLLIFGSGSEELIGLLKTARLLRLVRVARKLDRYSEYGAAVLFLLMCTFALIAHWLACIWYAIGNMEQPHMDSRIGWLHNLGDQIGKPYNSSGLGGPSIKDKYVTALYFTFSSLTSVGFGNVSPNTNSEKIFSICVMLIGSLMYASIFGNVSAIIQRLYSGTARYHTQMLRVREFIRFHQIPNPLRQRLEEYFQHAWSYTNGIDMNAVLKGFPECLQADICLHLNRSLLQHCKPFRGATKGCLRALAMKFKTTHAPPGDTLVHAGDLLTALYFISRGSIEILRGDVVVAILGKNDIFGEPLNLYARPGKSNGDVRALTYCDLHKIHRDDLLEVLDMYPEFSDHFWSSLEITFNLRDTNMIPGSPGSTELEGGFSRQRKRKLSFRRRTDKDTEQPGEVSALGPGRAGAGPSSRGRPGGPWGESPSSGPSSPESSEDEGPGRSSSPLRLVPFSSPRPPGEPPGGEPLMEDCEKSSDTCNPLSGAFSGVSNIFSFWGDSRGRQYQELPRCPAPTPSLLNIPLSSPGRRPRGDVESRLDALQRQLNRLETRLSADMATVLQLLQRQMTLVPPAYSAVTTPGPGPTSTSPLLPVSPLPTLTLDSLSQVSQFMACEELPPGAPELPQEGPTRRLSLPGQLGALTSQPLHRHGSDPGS
# KCNQ1 inh = inhibitors of human KCNQ1 channel, primary screen, cell-based, thallium flux, high-throughput | Potassium voltage-gated channel subfamily KQT member 1 (Homo sapiens), P51787 | CHO-K1 KCNQ1, FluxOR thallium flux fluorescence; active compounds read high | B-score at 10 µM | 310,000 compounds, 1.3% hits;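 active = compounds whose thallium flux B-score, printed positive for inhibition, exceeds three library SD while starting fluorescence stays within three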;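 also: channel opened by potassium depolarization with thallium stimulus after 20 min compound exposure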
# KCNQ1 pot = potentiators or activators of KCNQ1 channel, primary screen, cell-based, thallium flux, high-throughput. 310,000 compounds, 0.35% hits. CHO-K1 KCNQ1, thallium flux FluxOR fluorescence; active compounds read high. Potassium voltage-gated channel subfamily KQT member 1 (Homo sapiens), P51787. B-score at 10 µM;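 active = fluorescence ratio B-score, a plate-corrected score, at least three library SD, with initial intensity B-score within 5 SD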
#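 Schedule – 37 °C overnight plating, 90-min dark dye load, 20-min compound pretreatment · System – stable KCNQ1 CHO-K1 line · Probe or stimulus – thallium- and potassium-containing depolarizing buffer · Measured by – kinetic FluxOR fluorescence, 10 s baseline plus 110 s post-stimulus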
# GSK3beta inhib = human GSK3beta kinase inhibitors, primary screen, biochemical, cell-free homogeneous, HTS. Glycogen synthase kinase-3 beta (Homo sapiens), P49841. activity score (negative = inhibition), % at 10 µM. 300,000 compounds, 0.038% hits. GST-GSK3beta kinase, ADP-Glo luminescence, 60 min; active compounds read low;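 active = more than half of replicate wells score below -50%, meaning over 50% inhibition versus plate controls; inconclusive = some replicates but at most half score below -50%; inactive = no replicate scores below -50%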;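 also: 0% = median DMSO wells and -100% = median GW8510 positive control wells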
#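 test system = GST-tagged human GSK3beta kinase, cell-free | reagent = 25 µM ATP with peptide substrate | dosing = one dose of 10 µM per compound | schedule = 60 min reaction, RT | detection = luminescent ADP-Glo measurement of ADP formed | control set = DMSO neutral wells and GW8510 at 20 µM as positive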
# Starred values were filed as active, the others as inactive; i = inactive; ? = inconclusive; / = no result given. Not all compounds are listed, so the mix of outcomes need not match the whole.
SMILES,Dyrk1A ADPGlo,RGS4 pot,KCNK9 inh,KCNK3 block,HDAC3 inhib,PolyA inh,GSK3 alpha inh,hERG protect,KCNQ1 inh,KCNQ1 pot,GSK3beta inhib
O=S(=O)(c1ccc(F)cc1)N1CCc2ccccc21,/,i,i,i,-5,i,-1,-11,i,i,1
CN(C)CCNC(=O)c1c(NC(=O)c2ccccc2)sc2c1CCCC2,2,i,i,i,1,i,2,-6,i,i,-5
Cc1cc2nc(C3CCN(Cc4nnnn4Cc4cccs4)CC3)[nH]c2cc1C,6,i,i,i,-3,i,/,-16,i,i,-1
COc1ccccc1NC(=S)NC(=O)C(C)(C)C,/,i,i,i,-4,i,-1,-5,i,i,-3
N#CC1=C(N)C(C#N)(C#N)[C@H](c2cccnc2)[C@H]2CN(C(=O)OCc3ccccc3)CC=C12,5,i,i,i,-3,i,/,-6,i,i,-5
Cc1ccc(C2=Nc3cccnc3C(c3ccccc3)=NN2)cc1,/,i,i,i,3,i,-2,-9,i,i,0
Cc1cc(-c2nn(-c3ccccc3F)cc2CN2CCC(C(N)=O)CC2)c(C)s1,-6,i,i,i,-4,i,-1,-9,i,i,4
CCOc1ccc(S(=O)(=O)NCCCl)cc1,/,i,i,i,-9,i,-2,-5,i,i,-2
[C-]#[N+][C@H](O[C@@H]1O[C@H](CO)[C@@H](O)[C@H](O)[C@H]1O)c1ccccc1,-16,i,i,i,-1,i,2,-4,i,i,11
O=C(CSc1nnc(-c2ccc(F)cc2)c2ccccc12)NCC1CCCO1 (configuration not stated),6,i,i,i,8,i,4,-8,i,i,-2
CCN(C(=O)CSc1nnc(C)n1Cc1ccccc1)C1CCS(=O)(=O)C1 (configuration not stated),7,i,i,i,14,i,-2,0,i,i,2
CCOC(=O)C1=C(C)NC(C)=C(C(=O)OCC)C1C(=O)O,-5,i,i,i,0,/,0,-11,i,i,0
CCOC(=O)[C@@H]1[C@H]2COc3cc(OC)ccc3[C@H]2N2C(=O)N(c3ccc(F)cc3)C(=O)[C@]12C,0,i,i,i,2,i,3,-2,i,i,0
Cc1nc(SCC(=O)Nc2nnc(C(C)C)s2)n[nH]1,-1,i,i,i,-10,i,-4,-3,i,i,3
O=C(CSC(=S)N1CCCCC1)N1N=CCC1c1ccccc1 (configuration not stated),-5,i,i,i,-3,i,-1,-14,i,i,-4
O=C1/C(=C/c2ccc([N+](=O)[O-])cc2)Oc2cc(O)ccc21,-2,i,i,i,-2,i,-1,-7,6*,i,-2
O=C(Nc1ccccc1F)C1CCCN(S(=O)(=O)c2cccc3cccnc23)C1 (configuration not stated),3,i,i,i,9,i,-1,-10,i,i,1
CCCC(=O)N1CCC(CCC(=O)NC2CC2)CC1,4,i,i,i,6,i,-2,-3,i,i,3
COc1ccc(C(=O)Oc2cc(C(=S)N3CCOCC3)ccc2OC)cc1,-4,i,i,i,0,i,-3,-2,i,i,0
C=CCn1cccc(C(=O)Nc2ccc(OC)cc2OC)c1=O,0,i,i,i,8,i,-2,-8,i,i,-2
CC1CCc2c(sc3c2C2=NS(=O)(=O)CCN2C=N3)C1 (configuration not stated),9,i,i,i,5,i,-1,-9,i,i,3
CC(=O)Nc1ccc(S(=O)(=O)NCc2nc(-c3ccccc3C)no2)cc1,0,i,i,i,3,i,1,-1,i,i,0
C=C(C)C(=O)Nc1cccc(C2=NOC3(C2)C[C@@H](C(N)=O)N(C(=O)c2ccc(OC)cc2)C3)c1 (some centres not stated),-17,i,i,i,-6,i,1,-6,i,i,4
Cc1ccc(CNC(=O)CCC(=O)Nc2nnc(C)s2)cc1,5,i,i,i,2,i,-1,-2,i,i,0
Cc1nnsc1C(=O)Nc1cccc(Cl)c1,1,i,i,i,-2,i,1,-12,i,i,-1
COc1ccc(OC)c(C2CC(=O)N3CN(c4ccccc4F)CSC3=C2C#N)c1 (configuration not stated),2,i,i,i,?,i,1,-9,i,i,2
COC(=O)c1c(-c2ccccc2)csc1N,-1,i,i,i,2,i,1,-11,i,i,1
CC#CCC(CC#CC)c1nc2ccccc2c(=O)n1N,2,i,i,i,-2,i,-2,-3,i,i,-2
O=S(=O)(c1ccccc1)N1CCN(C(=S)Nc2ccccc2)CC1,4,i,i,i,-5,/,/,-8,i,i,5
Cc1ccc(-c2cn(-c3ccccc3)c(=S)[nH]2)cc1C,-4,i,i,i,11,i,13,-1,i,i,0
CCCCNC(=O)Nc1nc(SCC(=O)OCC)n[nH]1,4,i,i,i,5,i,0,-12,i,i,0
COCCn1c(Sc2ccccc2)nc2c1c(=O)[nH]c(=O)n2C,2,i,i,i,6,i,-3,-7,i,i,4
CCOC(=O)c1oc2ccccc2c1CN1CCN(C(=O)c2ccccc2)CC1,2,i,i,i,2,i,-1,-23,i,i,-1
O=C(CSc1nc2ncccc2[nH]1)Nc1ccc2c(c1)OCO2,/,i,i,i,3,i,-2,-7,i,i,-1
CC(Oc1cc(F)ccc1[N+](=O)[O-])C(=O)N(C)CC(=O)Nc1ccccc1C(F)(F)F (configuration not stated),1,i,i,i,2,i,0,-1,i,i,2
O=C(NCC1CCCO1)C(c1ccco1)N(Cc1ccc(F)cc1)C(=O)CN1C(=O)c2ccccc2S1(=O)=O (configuration not stated),-5,i,i,i,1,i,1,-10,i,i,0
O=C(COc1ccc2ccc(=O)oc2c1)Nc1cc([N+](=O)[O-])ccc1F,-1,i,i,i,-5,i,-3,-1,i,i,/
CC(=O)c1c(C)[nH]c(C(=O)CSc2nnc(CN3CCCCCC3=O)n2-c2ccccn2)c1C,-1,i,i,i,7,i,2,-1,i,i,-3
S=c1[nH]nc(-c2ccc3ccccc3n2)n1-c1ccc(Cl)cc1,9,i,i,i,9,i,1,-5,i,i,4
COCCN1CCN(C(=O)c2ccc3nc(Cc4ccccc4F)oc3c2)CC1,0,i,i,i,2,i,2,-7,i,i,4

# No new results follow: 2 of the compounds above.
SMILES,Dyrk1A ADPGlo,RGS4 pot,KCNK9 inh,KCNK3 block,HDAC3 inhib,PolyA inh,GSK3 alpha inh,hERG protect,KCNQ1 inh,KCNQ1 pot,GSK3beta inhib
O=C(CSc1nnc(-c2ccc(F)cc2)c2ccccc12)NCC1CCCO1 (configuration not stated),6,i,i,i,8,i,4,-8,i,i,-2
CCN(C(=O)CSc1nnc(C)n1Cc1ccccc1)C1CCS(=O)(=O)C1 (configuration not stated),7,i,i,i,14,i,-2,0,i,i,2

# Following part:
SMILES,Dyrk1A ADPGlo,RGS4 pot,KCNK9 inh,KCNK3 block,HDAC3 inhib,PolyA inh,GSK3 alpha inh,hERG protect,KCNQ1 inh,KCNQ1 pot,GSK3beta inhib
Cc1cccc(OCC(=O)NS(=O)(=O)c2ccc(Br)cc2)c1,-3,i,i,i,/,i,0,-8,i,i,1
CC(C)(C)C(=O)COC(=O)c1cc(S(=O)(=O)N2CCCCC2)ccc1N1CCOCC1,9,i,i,i,-2,i,-1,-5,i,i,3
Cc1cc(C)nc(SCC(=O)c2cc3ccccc3oc2=O)n1,-1,i,i,i,20,i,-1,-6,i,i,1
CC(C)[C@H]1C(=O)Nc2ccccc2N1C(=O)N[C@@H](Cc1ccccc1)C(=O)N[C@@H](Cc1ccccc1)C(=O)O,1,i,i,i,1,i,-1,-8,i,i,1
CCCNC(=O)Cn1cnc2sc(C(=O)Nc3ccc4c(c3)OCO4)c(C)c2c1=O,-5,i,i,i,-2,i,-4,-1,i,i,-5
Cc1cc(S(=O)(=O)N2CCOCC2)ccc1F,-3,i,i,i,/,i,1,-11,i,i,-2
CC(C)COC(=O)N1CCCC1C(=O)O (configuration not stated),-7,i,i,i,-2,i,-5,-5,i,i,-1
FC(F)(F)c1nc(N2CCCC2)ncc1-c1nnnn1-c1ccc(Cl)cc1,-3,i,i,i,8,i,2,-13,i,i,0
O=C(O)Cc1sc(NCc2ccco2)nc1-c1ccccc1,6,i,i,i,-6,i,0,-5,i,i,3
O=C(O)C1CC=C(Cl)CC1C(=O)NCC1OCCc2ccccc21 (configuration not stated),11,i,i,i,-11,i,-2,-7,i,i,-2
CC(=O)/C(=N/Nc1ccc([N+](=O)[O-])cc1)N1CCCc2ccccc21,1,i,i,i,7,i,0,-1,i,i,1
CN1C(=O)CC(=O)N(C)c2cc(S(=O)(=O)N(C)Cc3ccccc3)ccc21,0,i,i,i,-7,i,-4,0,i,i,0
Cc1ccc(N2C(=O)[C@@H]3C(C(=O)C(c4ccccc4)c4ccccc4)=NN[C@@H]3C2=O)cc1,-2,i,i,i,5,i,-1,-9,i,i,2
CC(c1nccs1)N(C)c1nc2nonc2nc1N(C)C (configuration not stated),-3,i,i,i,5,i,-1,-1,i,i,-2
Clc1cccc2c1Sc1ccccc1CC2N1CCNCC1 (configuration not stated),7,i,i,i,-1,i,18,-22,i,i,-10
Cc1nnnn1/C(=C\c1ccccc1)C(=O)OCC(=O)Nc1ccc(Cl)cc1F,-4,i,i,i,-9,i,1,-13,i,7*,2
Cc1ccc2[nH]c(=O)c(CN(CCO)C(=O)N(C)C)cc2c1,/,i,i,i,2,i,1,-7,i,i,-2
C=CCNC(=S)NNC(=O)Cn1c(-c2ccccc2)cc(=O)n2ncnc12,/,i,i,i,0,i,2,-6,i,i,3
COc1cccc(C(=O)c2cc3cc(Cl)ccc3[nH]2)c1,-4,i,i,i,4,i,/,-2,i,i,-2
O=C(CN1CCN(Cc2ccc(Cl)cc2)CC1)N/N=C/c1c[nH]c2ccccc12,-2,i,i,i,1,i,-3,-6,i,i,0

# Screens (PubChem BioAssay)
